From PubChem
Rac1 wt modul – human Rac1 wildtype GTP binding, inhibitors and activators; P63000; AID 757; GTP binding activity (% of control), % at 10 µM; GST-Rac1 beads, fluorescent GTP binding, flow cytometry; actives lie on both sides; 0 = cold GTP competed, 100 = untreated; 190,000 tested, 0.27% active;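 active = GTP binding activity at least 20 points away from the 100% control level, either lower or higher; inconclusive = compound flagged as likely green fluorescent, judged across all proteins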
Bcl-B Bim block – human Bim-Bcl-B interaction inhibition. AID 951. Q9HD36. 190,000 tested, 0.073% active. bead-based flow cytometry, Bim peptide-Bcl-B binding. inhibition, % at 10 µM;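 also: 0% = tracer peptide without compound and 100% = reference inhibitor peptide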
Target sequence (Q9HD36 whole entry, looked up): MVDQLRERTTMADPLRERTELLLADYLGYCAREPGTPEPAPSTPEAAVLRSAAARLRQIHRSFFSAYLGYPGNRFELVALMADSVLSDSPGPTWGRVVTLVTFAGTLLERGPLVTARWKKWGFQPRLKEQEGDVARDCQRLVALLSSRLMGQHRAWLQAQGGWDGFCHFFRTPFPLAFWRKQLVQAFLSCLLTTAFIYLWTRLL
Rac1 mut GTP – modulators of GTP binding to human Rac1 activated mutant | P63000 | GST-Rac1 activated beads, fluorescent GTP binding, flow cytometry; actives lie on both sides; 100% means binding = to untreated wells | percent activity (GTP binding), % at 10 µM | 190,000 tested, 0.11% active | AID 764;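 active = GTP binding at least 20 percentage points away from the 100% baseline, in either direction, so actives lie on both sides; inconclusive = Compound likely fluorescent itself, or too few beads counted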
Bcl-2 Bim block – disrupts Bim peptide binding to human Bcl-2. P10415. Bead-based flow cytometry, Bim peptide-Bcl-2 binding. inhibition, % at 10 µM. 190,000 tested, 0.06% active; in the data active = inhibition above about 40%; inconclusive = no clear call, values can overlap the other calls;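 also: 0% = no compound wells with probe peptide and 100% = reference peptide inhibitor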
Bim-Bcl-XL – inhibitors of Bim-Bcl-XL interaction, human | Q07817 | Bim peptide-Bcl-XL binding, bead flow cytometry, fluorescence | inhibition, % at 10 µM | 190,000 tested, 0.04% active
Target sequence (Q07817 whole entry, looked up): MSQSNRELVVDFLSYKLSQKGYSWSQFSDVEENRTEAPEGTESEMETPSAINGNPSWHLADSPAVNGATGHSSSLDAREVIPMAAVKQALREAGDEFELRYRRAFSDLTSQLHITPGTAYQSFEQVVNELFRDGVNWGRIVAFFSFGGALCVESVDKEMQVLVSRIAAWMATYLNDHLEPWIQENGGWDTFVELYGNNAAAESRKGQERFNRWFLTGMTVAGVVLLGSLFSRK
Bfl-1 Bim block – inhibitors of Bim-Bfl-1 interaction, human; Bead-based flow cytometry, Bim-Bfl-1 binding inhibition; AID 1008; inhibition, % at 10 µM; 190,000 tested, 0.12% active; Q16548;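 also: 0% = wells without compound plus tracer and 100% = blocker peptide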
Cdc42 wt – modulators (inhibitors or activators) of GTP binding to human Cdc42 wildtype; P60953; GST-Cdc42 beads, Bodipy-GTP binding, flow cytometry; actives lie on both sides; percent activity (GTP binding), % at 10 µM; 190,000 tested, 0.2% active; AID 761;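 active = percent activity GTP binding at least 20 points away from the 100% baseline, either down as inhibitor or up as activator; inconclusive = compound flagged as likely green fluorescent from well-wide comparison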;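 also: median bead fluorescence of bound Bodipy-FL-GTP at 100 nM; 0% = excess unlabeled GTP control and 100% = no compound control; below 100% means less GTP binding so inhibitor and above means activator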
Target sequence (P60953 whole entry, looked up): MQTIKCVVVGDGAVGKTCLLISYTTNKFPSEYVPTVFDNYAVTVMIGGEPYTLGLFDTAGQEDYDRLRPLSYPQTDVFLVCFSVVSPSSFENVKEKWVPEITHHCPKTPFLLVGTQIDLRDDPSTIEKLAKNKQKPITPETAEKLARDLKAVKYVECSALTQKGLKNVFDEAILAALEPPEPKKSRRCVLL
Bim-Bcl-W – inhibitors of Bim-Bcl-W interaction, human; bead-based flow cytometry, Bim peptide-Bcl-W binding; inhibition, % at 10 µM; 190,000 tested, 0.02% active;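 also: 0% = bound tracer without compound and 100% = peptide blocker; higher means less fluorescent Bim peptide bound to Bcl-W beads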
Rab7 wt GTP bind – alters GTP binding to wildtype dog Rab7 | 190,000 tested, 0.055% active | AID 758 | GTP binding activity (percent of control), % at 10 µM | GST-Rab7 beads, fluorescent GTP binding, flow cytometry; actives lie on both sides; untreated = 100%, excess cold GTP = 0%;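 active = fluorescent GTP binding to Rab7 beads changed by at least 20 points from the 100% baseline, either direction, mostly lower; inconclusive = compound itself probably fluorescent, or too few beads counted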;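 also: median green fluorescence of bound Bodipy-FL-GTP per Rab7 bead population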
HRas wt GTP – human HRas wildtype GTP binding, change in either direction; GTP binding activity, % at 10 µM; AID 759; GST-Ras wt beads, Bodipy-FL-GTP binding, flow cytometry; actives lie on both sides; 190,000 tested, 0.14% active;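 active = GTP binding activity at least 20% away from the 100% baseline, either lowered as inhibitor or raised as activator; inconclusive = flagged as likely green fluorescent, judged across all proteins in the well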;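 also: 0% = unlabeled GTP competition control and 100% = no-compound control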
Target sequence (P01112 whole entry, looked up): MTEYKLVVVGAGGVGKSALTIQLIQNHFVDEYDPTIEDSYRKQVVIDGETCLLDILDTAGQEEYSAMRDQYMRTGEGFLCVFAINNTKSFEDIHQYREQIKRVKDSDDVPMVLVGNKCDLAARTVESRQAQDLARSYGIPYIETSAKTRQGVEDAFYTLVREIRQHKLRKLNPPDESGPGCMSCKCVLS
Rab2A wt mod – changes GTP binding to wildtype dog Rab2A, up or down; 190,000 tested, 0.19% active; GST-Rab2 wt beads, Bodipy-GTP binding, flow cytometry; GTP binding activity, % at 10 µM;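 active = GTP binding activity at least 20 points away from 100%, either lowered or raised; inconclusive = signal likely due to the compound's own green fluorescence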;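 also: 0% = beads with excess unlabeled GTP and 100% = no-compound control corrected for plate trend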
* marks the source's active call; other numbers are inactive results; u = inconclusive. Rule as the data show it, unless noted: active = inhibition above about 40%.

SMILES	Rac1 wt modul	Bcl-B Bim block	Rac1 mut GTP	Bcl-2 Bim block	Bim-Bcl-XL	Bfl-1 Bim block	Cdc42 wt	Bim-Bcl-W	Rab7 wt GTP bind	HRas wt GTP	Rab2A wt mod
O=C(O)C1CCCCC1C(=O)Nc1ccc(Cl)cc1Cl (stereo not given)	93	-1	93	0	0	0	96	0	95	95	94
O=[N+]([O-])c1cc(S(=O)(=O)N2CCCC2)ccc1NCCc1ccccc1	101	-4	99	-1	-4	0	101	0	95	101	99
CCOC(=O)c1cc(-c2cc3ccccc3o2)nc2c1c(=O)[nH]c(=O)n2CCOC	103	-2	99	0	-3	0	100	-4	99	100	99
CCCNC(=O)Cn1cnc2sc(C(=O)NCCN(CC)CC)c(C)c2c1=O	99	-5	96	-8	-4	-7	100	0	97	99	98
CC(=O)Nc1ccc(CN2CCN(Cc3ccc(F)c(F)c3)C(CCO)C2)cc1 (stereo not given)	98	-3	93	-7	0	-7	97	-2	97	97	96
COc1cc2c(cc1OC)CN(C(=O)NS(=O)(=O)c1ccc(C)cc1)CC2	100	1	98	3	1	-1	100	2	102	100	100
Nc1nc(-c2cc(Cl)cc(Cl)c2OC(F)F)cs1	95	3	95	3	2	3	95	-1	93	94	96
NC(=O)c1ccccc1OCC(=O)NS(=O)(=O)c1ccc(Cl)cc1	108	-6	97	-7	-1	-8	101	1	102	103	101
COc1ncnc2sc3c(c12)CCCC3	104	-4	100	-6	-10	-11	103	3	103	103	102
CCCCn1c(-c2csc(C(C)C)c2)n[nH]c1=S	100	-11	95	0	0	3	101	-2	97	98	95
O=c1[nH]c2ccccc2[n+]([O-])c1-c1ccccc1	96	-5	94	-2	-4	-2	93	0	100	96	96
NC(=O)C1CCN(c2nnnn2-c2ccccc2)CC1	106	-11	99	-12	-9	-18	102	0	100	100	102
CCOC(=O)CC1COCCN1Cc1cn(C)nc1-c1ccccc1F (stereo not given)	100	-3	96	-6	-2	-9	96	-4	105	101	99
Cc1nc2ccccc2n1C1CCN(C(=O)Nc2ccccc2)CC1	94	-4	97	-1	-3	-11	92	-1	95	94	93
O=C(NC(=S)NC1CCCc2ccccc21)c1ccco1 (stereo not given)	94	-9	88	-4	-2	-5	86	0	96	93	88
CC(O)C1CCC2C3CC[C@H]4CC(O)CCC4(C)C3CC3(OCCO3)C12C (stereo not given in full)	101	0	99	1	0	0	99	0	102	99	103
O=C(/C=C/c1ccc(OCCCF)cc1)NCc1ccc(Cl)cc1	100	0	97	-5	0	0	102	0	96	100	99
CN(C)c1cccc(C(=O)NCc2ccccc2Cl)c1	98	2	96	-2	-1	0	96	-3	95	97	98
CC1CCCCC1NC(=O)C1CCN(S(=O)(=O)c2cccc3nsnc23)CC1 (stereo not given)	99	-4	96	-8	-10	-9	98	-2	95	95	96
COc1ccc(Cl)cc1NC(=O)CN(C)CC(=O)Nc1ccccc1-c1ccccc1	100	-4	95	-2	0	-3	95	-1	102	98	95
O=C(Oc1cccc2c(O)cccc12)c1ccccc1	89	-6	94	-11	-14	-12	96	-2	95	96	96
O=C(c1ccncc1)N1N=C2CCCCCC2C1(O)C(F)(F)F (stereo not given)	97	0	96	-2	-1	-6	97	0	102	99	100
CC(C)CNC(=O)CCc1c[nH]c2ccccc12	96	0	95	-5	-5	3	94	0	97	96	93
Cc1cnccc1CN(C)Cc1cn(C)nc1-c1cccc(Cl)c1	97	-2	96	-3	-3	-7	98	-1	96	97	95
O=C1Nc2ccccc2S/C1=C/NCc1ccccc1Cl	97	-14	96	-4	-2	-4	97	0	104	99	97

Sorted by value in Bim-Bcl-XL (low to high): some entries from above
SMILES	Rac1 wt modul	Bcl-B Bim block	Rac1 mut GTP	Bcl-2 Bim block	Bim-Bcl-XL	Bfl-1 Bim block	Cdc42 wt	Bim-Bcl-W	Rab7 wt GTP bind	HRas wt GTP	Rab2A wt mod
CC1CCCCC1NC(=O)C1CCN(S(=O)(=O)c2cccc3nsnc23)CC1 (stereo not given)	99	-4	96	-8	-10	-9	98	-2	95	95	96
Cc1nc2ccccc2n1C1CCN(C(=O)Nc2ccccc2)CC1	94	-4	97	-1	-3	-11	92	-1	95	94	93
O=C(NC(=S)NC1CCCc2ccccc21)c1ccco1 (stereo not given)	94	-9	88	-4	-2	-5	86	0	96	93	88

An excerpt from above, reduced to Rac1 mut GTP and HRas wt GTP:
compound | Rac1 mut GTP | HRas wt GTP
CCOC(=O)c1cc(-c2cc3ccccc3o2)nc2c1c(=O)[nH]c(=O)n2CCOC | 99 | 100
CCCNC(=O)Cn1cnc2sc(C(=O)NCCN(CC)CC)c(C)c2c1=O | 96 | 99

Other entries follow.
SMILES	Rac1 wt modul	Bcl-B Bim block	Rac1 mut GTP	Bcl-2 Bim block	Bim-Bcl-XL	Bfl-1 Bim block	Cdc42 wt	Bim-Bcl-W	Rab7 wt GTP bind	HRas wt GTP	Rab2A wt mod
O=C(c1ccccc1)C1CN(c2ccccc2)CC1c1ccc(Cl)cc1 (stereo not given)	90	-1	92	-2	-2	-2	90	0	96	92	90
Cc1ccc2nc(SCc3nnc(-c4ccccc4)o3)[nH]c2c1	104	-6	101	-1	-4	-1	102	-3	101	102	98
Cc1ccc(S(=O)(=O)/N=C/c2ccc(N(C)C)cc2)cc1	101	-2	94	1	-4	-1	97	0	96	97	97
CC(C)CC(NC(N)=O)C(=O)OCC(=O)Nc1ccc(OC(F)F)cc1 (stereo not given)	99	-1	95	-4	-3	-6	101	-7	99	100	99
Cc1cnc2cc([N+](=O)[O-])ccc2n1	103	-6	100	-6	-3	-3	101	-3	101	100	98
COc1ccc(C2CC(c3ccccc3)=NN2C(=O)COC(=O)COc2ccccc2)cc1 (stereo not given)	96	-5	95	-7	-1	-6	95	-1	99	94	95
COC(=O)c1c(NC(=O)COC(=O)c2ccc(NC(=O)CC#N)cc2)sc2c1CCCCC2	99	0	94	-3	0	-4	94	0	107	97	97
Cc1nn(-c2ccccc2)c(C)c1NC(=O)CCl	105	-2	100	-3	-3	-13	101	-1	102	100	101
Cc1nc(NC(=O)CSc2nc3cccnc3n2Cc2ccccc2)sc1C	105	-5	101	0	-2	-9	101	-3	100	100	101
Cc1ccc(/C(N)=N/OC(=O)Cc2ccccc2)cc1	u	-5	u	-1	-4	-1	u	-4	u	u	u
CCc1ccc(NC2CC(=O)N(CCc3ccc(OC)c(OC)c3)C2=O)cc1 (stereo not given)	100	-6	96	-5	-3	-4	97	-3	101	96	98
CC(C)(C)n1nnnc1C(c1cccnc1)N1CCN(c2ccccc2)CC1 (stereo not given)	95	0	94	-4	-1	1	94	0	96	95	94
Cc1ccccc1NC(=O)CSc1nnc(-c2ccoc2C)n1CCc1ccccc1	106	0	99	1	0	-1	100	0	101	101	101
COc1ccc(CCNS(=O)(=O)c2ccc3c(c2)CCN3C(=O)C2CC2)cc1OC	u	-3	u	-11	-3	-11	u	0	u	u	u
O=C(Nc1nc(-c2ccc(Cl)s2)cs1)c1ccncc1	100	3	95	-3	1	-1	99	1	101	98	100
Cc1ccc(NC(=O)COC(=O)Cn2cnc3ccccc32)cc1S(=O)(=O)N(C)C	103	-7	100	-3	-7	0	100	-1	108	99	100
Cc1cccc(OCc2nnc(SCC(=O)Nc3ncc(C)s3)o2)c1	98	0	95	0	-1	-5	98	1	94	99	96
O=C(Cc1ccc(S(=O)(=O)N2CCCCC2)s1)Nc1ccc(F)cc1F	98	-7	100	-7	-7	-3	101	-5	101	102	101
CCCCCC(=O)NNC(=S)NC(=O)c1cccc([N+](=O)[O-])c1	103	-24	98	-1	-6	8	100	-3	99	100	95
Cc1ccc(C(=O)C2=C(O)C(=O)N(Cc3ccccc3)C2c2cccnc2)o1 (stereo not given)	99	0	96	-3	-1	-1	99	-3	96	96	97
Cc1ccc(S(=O)(=O)N2CCN(CC(=O)N/N=C/C=C/c3ccccc3)CC2)cc1	103	-4	102	-3	-3	-7	98	-4	99	101	100
COC(=O)c1ccc(Nc2nc(C)cc(=O)[nH]2)cc1	96	4	95	4	-1	0	101	0	92	99	97
Cc1cccc(C)c1NC(=O)c1cccc2c1-c1ccccc1C2=O	105	-8	101	0	-1	0	103	-3	101	104	101
CC(C)N1C(=O)c2ccc(C(=O)O)cc2C1=O	111	-5	100	-8	0	-12	106	0	104	105	103
O=[N+]([O-])c1cc(CN2CCOCC2)c2cccnc2c1O	101	-2	96	0	-4	-3	96	-2	104	96	97

By substructure: the compounds so far with a COOH group
SMILES	Rac1 wt modul	Bcl-B Bim block	Rac1 mut GTP	Bcl-2 Bim block	Bim-Bcl-XL	Bfl-1 Bim block	Cdc42 wt	Bim-Bcl-W	Rab7 wt GTP bind	HRas wt GTP	Rab2A wt mod
O=C(O)C1CCCCC1C(=O)Nc1ccc(Cl)cc1Cl (stereo not given)	93	-1	93	0	0	0	96	0	95	95	94
CC(C)N1C(=O)c2ccc(C(=O)O)cc2C1=O	111	-5	100	-8	0	-12	106	0	104	105	103

Next records
SMILES	Rac1 wt modul	Bcl-B Bim block	Rac1 mut GTP	Bcl-2 Bim block	Bim-Bcl-XL	Bfl-1 Bim block	Cdc42 wt	Bim-Bcl-W	Rab7 wt GTP bind	HRas wt GTP	Rab2A wt mod
COCCNC(=O)C(c1ccc(Cl)cc1)N(C(=O)CCC(=O)Nc1ccccn1)C1CCCC1 (stereo not given)	106	-2	104	2	2	0	105	0	98	102	100
Cc1ccc(Nc2nnc(SCC(=O)NC3CCS(=O)(=O)C3)s2)c(C)c1 (stereo not given)	97	-10	97	-2	-4	-8	96	-4	94	98	99
Cc1ccnc(N2CCN(C(=O)CSc3nc4ccccc4nc3N3CCC(C)CC3)CC2)c1	96	-2	92	-1	-2	-1	93	-1	96	95	92
CC(C)N(Cc1nc(-c2ccc(Cl)cc2)no1)C(=O)CN(C)S(=O)(=O)c1ccc(Cl)cc1	104	-12	99	-17	-8	-19	100	0	95	99	98
Cc1cc(C(=O)CSc2nc3ccc(Cl)cc3[nH]2)c(C)n1C	108	-10	100	-7	-10	-4	106	3	103	104	103
